Apoferritin bind = binds horse apoferritin like a general anesthetic; P02791; apoferritin/1-aminoanthracene competitive binding, fluorescence; Potency, µM (series often up to 77.5 µM), inactives show at the highest dose activity change, negative = displacement, hits mostly inhibitors; 350,000 tested, 0.074% active; note: potency is the fitted concentration of half-maximal effect; % is set by controls: 0 for no effect and ±100 for the full control effect; nearly all actives have a fitted effect of over 20% in size
Target sequence (P02791 2-175 limits assumed): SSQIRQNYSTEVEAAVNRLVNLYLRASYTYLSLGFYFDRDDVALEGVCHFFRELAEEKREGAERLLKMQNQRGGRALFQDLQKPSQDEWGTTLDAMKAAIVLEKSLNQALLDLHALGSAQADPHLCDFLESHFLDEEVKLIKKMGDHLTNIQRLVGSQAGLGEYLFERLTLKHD
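Read-out: endpoint 1-AMA fluorescence, excitation 380 nm and emission 535 nm, after compounds sit 10 min at room temperature with 10 uM horse-spleen apoferritin in 50% saturated 1-AMA/PBS. Values come from four-parameter Hill fits.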
D1 PAM = enhances dopamine response at the human D1 receptor. HEK293 TREx D1 cells, calcium flux, dopamine EC20 potentiation. potentiation, % at 10 µM. 360,000 tested, 0.036% active. AID 504651; in the data active = potentiation above about 30%; note: 0% is about no effect
Target sequence (P21728 whole entry, looked up): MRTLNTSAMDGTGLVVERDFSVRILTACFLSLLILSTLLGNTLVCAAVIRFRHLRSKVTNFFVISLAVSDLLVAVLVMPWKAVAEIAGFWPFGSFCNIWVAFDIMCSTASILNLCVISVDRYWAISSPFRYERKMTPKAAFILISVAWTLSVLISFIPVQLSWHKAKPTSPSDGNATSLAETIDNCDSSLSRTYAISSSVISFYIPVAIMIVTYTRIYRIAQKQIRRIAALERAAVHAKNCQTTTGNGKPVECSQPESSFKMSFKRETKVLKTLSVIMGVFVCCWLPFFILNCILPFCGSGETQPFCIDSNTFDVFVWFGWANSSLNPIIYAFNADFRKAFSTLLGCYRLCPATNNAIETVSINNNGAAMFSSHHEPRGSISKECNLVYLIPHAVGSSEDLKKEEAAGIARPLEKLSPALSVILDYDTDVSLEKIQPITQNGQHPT
D2 PAM = positively modulates the human D2 dopamine receptor allosterically; P14416; HEK293 T-REx D2, calcium flux, EC20 dopamine potentiation; potentiation, % at 10 µM; 340,000 tested, 0.34% active; AID 485347;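 active = potentiation over 3 SD above the plate norm, cut at about 30% in these data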; note: 0% is about no effect
Target sequence (P14416 whole entry, looked up): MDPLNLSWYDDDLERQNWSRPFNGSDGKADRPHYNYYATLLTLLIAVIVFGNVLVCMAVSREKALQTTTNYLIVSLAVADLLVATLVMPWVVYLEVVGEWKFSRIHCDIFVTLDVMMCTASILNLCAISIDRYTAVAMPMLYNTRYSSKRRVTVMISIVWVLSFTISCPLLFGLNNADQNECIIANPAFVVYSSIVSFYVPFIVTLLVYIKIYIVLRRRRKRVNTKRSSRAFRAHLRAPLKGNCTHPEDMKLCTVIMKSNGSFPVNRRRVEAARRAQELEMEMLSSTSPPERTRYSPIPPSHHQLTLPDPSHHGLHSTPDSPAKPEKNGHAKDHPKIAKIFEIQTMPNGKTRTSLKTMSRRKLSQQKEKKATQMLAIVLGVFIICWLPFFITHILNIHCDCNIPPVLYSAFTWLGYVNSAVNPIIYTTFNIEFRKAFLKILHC
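Cells plated with tetracycline inducer and held overnight at 30 C; calcium dye loaded 30–90 min at room temperature; baseline taken, compound added and read 180 s; EC20 dopamine then added and read 180 s.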
RXFP1 ag = activates the human relaxin receptor RXFP1. HEK293T-RXFP1 cAMP TR-FRET, 30 min; response scale: percent of porcine relaxin response, buffer zero. Q9HBX9. AID 2676. Potency, µM (top dose mostly 57.5 µM), without a hit: at the top dose activation, usual class: activators. 370,000 tested, 0.3% active; note: potency is the fitted concentration of half-maximal effect; % is set by controls: 0 for no effect and ±100 for the full control effect; nearly all actives have a fitted effect of over 60% in size; many of its hits are not listed in these tables
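HEK293T cells stably expressing RXFP1 were pretreated with the PDE4 inhibitor Ro 20174, exposed to compounds for 30 min at 37C, lysed, and cAMP was read by TR-FRET. Data normalized to buffer (basal) and 29 nM porcine relaxin (100%).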
TRHR PAM = allosterically enhances the human TRH receptor; P34981; TRHR cells, fluo-8 calcium fluorescence, EC20 TRH enhancement; enhancement, % at 2 µM; 360,000 tested, 0.66% active; AID 493056; in the data active = enhancement above about 30%; note: 0% is about no effect
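TRHR-expressing cells loaded with fluo-8 calcium dye were read kinetically (ex 480/em 530) during compound addition, then stimulated with an EC20 of TRH (10 nM final). Enhancement of the Gq-mediated intracellular calcium response was scored.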
D1 agonist = activates the human D1 dopamine receptor | P21728 | HEK293 T-REx D1 cells, calcium flux, agonist mode | activation, % at 2 µM | 360,000 tested, 1% active; in the data active = activation above about 30%; note: 0% is about no effect
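Tetracycline-induced HEK293 TREx D1 cells, force-coupled to calcium signalling, were dye-loaded with a no-wash calcium kit. Compound was pin-added after a 10 s baseline. Fluorescence was read kinetically at 1 cycle/s for 180 s, with calcium rises flagged as agonism.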
RXFP1 antagonist = blocks the human relaxin receptor RXFP1; Q9HBX9; activity change, negative = inhibition, % at 57.5 µM; AID 1259400; HEK293-RXFP1, relaxin-stimulated cAMP HTRF, 30 min; active compounds read low; 350,000 tested, 0.59% active;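 active = activity change of -60% or lower, but not beyond a set lower limit; inconclusive = change between -60% and -40%, or beyond the set limit; inactive = change above -40%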; note: % is set by controls: 0 for no effect and ±100 for the full control effect
D1 antag = blocks dopamine activation of the human D1 receptor | HEK293 TREx D1 cells, calcium flux, dopamine EC80; active compounds read low | P21728 | activity change, negative = inhibition, % at 10 µM | AID 504652 | 360,000 tested, 3.2% active; in the data active = activity change below about -30%; note: % is set by controls: 0 for no effect and ±100 for the full control effect
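After overnight tetracycline induction at 30 C, force-coupled D1 HEK293 cells took up a no-wash calcium dye at room temperature. Compounds were added and monitored 180 s, and the response to EC80 dopamine was then recorded.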
TRHR agonist = TRH receptor (human) agonism. P34981. 360,000 tested, 0.18% active. AID 493084. activation, % at 2 µM. TRHR cells, calcium flux fluo-8, FDSS agonist mode; in the data active = activation above about 30%; note: 0% is about no effect
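Fluo-8-loaded TRHR cells; 10 s baseline, compound added, kinetic Ca2+ fluorescence read 1/s, agonist mode.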
Numbers without * were called inactive; [ ] = remark or other dose. Unless noted, calls come from the whole dose curve; as a rule, active = well fitted curve in the direction sought with a large enough effect; inconclusive = small, poorly fitted or top-dose-only effect, or another doubt; inactive = no such curve, though single readings can be large; an effect the other way counts as inactive or inconclusive. A portion of the library; rates above refer to the full screens.

The first 2 entries (preview)
Screening O=C(C1CC1)N1CCc2cc(S(=O)(=O)N3CCCc4ccccc43)ccc21 returned Apoferritin bind -12%, D1 PAM -1, D2 PAM -4, RXFP1 ag 6.3%, TRHR PAM -6, D1 agonist 3, RXFP1 antagonist 3, D1 antag 5 and TRHR agonist 0.5.
Screening Cc1ccc(C)c(Cn2c(C)c(CNCc3ccc(F)cc3)c(C(=O)O)c2C)c1 returned Apoferritin bind -4%, D1 PAM -1, D2 PAM 2, RXFP1 ag -1.1%, TRHR PAM 0, D1 agonist 0, RXFP1 antagonist -7, D1 antag -10 and TRHR agonist 0.3.

Results (from the top)
Screening O=C(C1CC1)N1CCc2cc(S(=O)(=O)N3CCCc4ccccc43)ccc21 returned Apoferritin bind -12%, D1 PAM -1, D2 PAM -4, RXFP1 ag 6.3%, TRHR PAM -6, D1 agonist 3, RXFP1 antagonist 3, D1 antag 5 and TRHR agonist 0.5.
Screening Cc1ccc(C)c(Cn2c(C)c(CNCc3ccc(F)cc3)c(C(=O)O)c2C)c1 returned Apoferritin bind -4%, D1 PAM -1, D2 PAM 2, RXFP1 ag -1.1%, TRHR PAM 0, D1 agonist 0, RXFP1 antagonist -7, D1 antag -10 and TRHR agonist 0.3.
`Cc1ccccc1Cc1ccc(Cl)nn1` gave Apoferritin bind -19%, D1 PAM -5, D2 PAM 15, RXFP1 ag -0.9%, TRHR PAM -1, D1 agonist 1, RXFP1 antagonist 2, D1 antag -44* and TRHR agonist 0.1.
CN(CC(=O)Nc1ccc(F)cc1)C(=O)CSc1nncs1 was read as Apoferritin bind -2%, D1 PAM -9, D2 PAM 1, RXFP1 ag 0.4%, TRHR PAM 1, D1 agonist 2, RXFP1 antagonist -9, D1 antag -27 and TRHR agonist 0.5.
Cc1nc(C)c(-c2ccn(C(=O)NC(C)C)n2)s1 was read as Apoferritin bind 1%, D1 PAM -1, D2 PAM -2, RXFP1 ag 0.8%, TRHR PAM -2, D1 agonist 2, RXFP1 antagonist -4, D1 antag 6 and TRHR agonist -0.5.
Screening O=C(CCc1nc(-c2ccccc2F)no1)NCCN1CCc2ccccc2C1 returned Apoferritin bind -19%, D1 PAM -4, D2 PAM -22, RXFP1 ag 2.1%, TRHR PAM 4, D1 agonist 3, RXFP1 antagonist -4, D1 antag -6 and TRHR agonist -0.1.
Screening Clc1ccc(-c2nnn(Cc3nc4ccccc4s3)n2)cc1 returned Apoferritin bind -8%, D1 PAM -2, D2 PAM -8, RXFP1 ag -0.6%, TRHR PAM 0, D1 agonist 10, RXFP1 antagonist -24, D1 antag 14 and TRHR agonist 1.8.
For Nc1nc(NCC2CCCO2)nc(Nc2ccc(Cl)cc2)c1[N+](=O)[O-] (configuration not stated) the results were Apoferritin bind -8%, D1 PAM -4, D2 PAM 7, RXFP1 ag 5.2%, TRHR PAM 4, D1 agonist -1, RXFP1 antagonist -1, D1 antag 11 and TRHR agonist -0.1.
For CC(=O)c1cc(C(=O)Nc2cc(C)cc(C)c2)c2ccccn12 the results were Apoferritin bind -5%, D1 PAM 1, D2 PAM 20, RXFP1 ag -0.2%, TRHR PAM 12, D1 agonist -1, D1 antag -1 and TRHR agonist 0.9.
Cc1ccc(NC(=O)CN2C(=O)NC(Cc3c[nH]c4ccccc34)C2=O)cc1S(=O)(=O)N1CCCCC1 (configuration not stated) was read as Apoferritin bind -16%, D1 PAM -4, D2 PAM 7, RXFP1 ag 0.7%, TRHR PAM -1, D1 agonist 1, RXFP1 antagonist -18, D1 antag -20 and TRHR agonist 0.2.
`CCCCC1=CC2=CC(=O)C(C)(OC(=O)CC)C(=O)C2=CN1CCCOC(C)C` (configuration not stated) gave Apoferritin bind -17%, D1 PAM -3, RXFP1 ag 1.3%, TRHR PAM 0, D1 agonist 2, D1 antag -8 and TRHR agonist 0.3.
For COC(=O)c1ccc(NC(=O)Nc2ccc(F)c(Cl)c2)cc1 the results were Apoferritin bind 7%, D1 PAM -9, D2 PAM 11, RXFP1 ag 2.7%, TRHR PAM 2, D1 agonist 17, RXFP1 antagonist -20, D1 antag -29 and TRHR agonist 2.2.
CCCN(CCC)Cc1c(C(=O)N/N=C/C(C)=C\c2ccccc2)nnn1-c1nonc1N was read as Apoferritin bind -4%, D1 PAM -4, RXFP1 ag -1.8%, TRHR PAM 4, D1 agonist 1, RXFP1 antagonist -24, D1 antag 1 and TRHR agonist 1.2.
`Cc1cccc(NC(=O)CSc2n[nH]c(-c3cccnc3)n2)c1` gave Apoferritin bind -2%, D1 PAM -5, D2 PAM -2, RXFP1 ag -0.5%, TRHR PAM 6, D1 agonist -1, RXFP1 antagonist -1, D1 antag -7 and TRHR agonist 0.3.
Screening COc1ccc2nc(NC(=O)CCNC(=O)c3ccccc3Cl)sc2c1 returned Apoferritin bind -13%, D1 PAM -3, D2 PAM -10, RXFP1 ag 2.7%, TRHR PAM 11, D1 agonist 2, RXFP1 antagonist -9, D1 antag 8 and TRHR agonist 0.2.
Screening O=C1NC2(C=Cc3c(ccc4ccccc34)O2)Oc2ccccc21 (configuration not stated) returned Apoferritin bind -6%, D1 PAM -2, D2 PAM 12, RXFP1 ag 5.8%, TRHR PAM 6, D1 agonist -1, RXFP1 antagonist 1, D1 antag -1 and TRHR agonist 0.0.
Cc1c(C(=O)Nc2cccc(-c3nnc4n3CCCCC4)c2)oc2ccccc12 was read as Apoferritin bind 5%, D1 PAM -4, D2 PAM -6, RXFP1 ag -2.4%, TRHR PAM -2, D1 agonist 4, D1 antag -14 and TRHR agonist -0.9.
Screening Cc1ccc(Nc2nc(N)c([N+](=O)[O-])c(N3CCC(C)CC3)n2)cc1C returned Apoferritin bind -14%, D1 PAM 3, D2 PAM -8, RXFP1 ag 0.2%, TRHR PAM 1, D1 agonist 4, D1 antag 23 and TRHR agonist 0.0.
For CCOC(=O)C1CCN(C(=O)COC(=O)c2nn(C)c(=O)c3ccccc23)CC1 the results were D1 PAM -4, D2 PAM 4, RXFP1 ag 0.8%, TRHR PAM -7, D1 agonist 1, RXFP1 antagonist -14, D1 antag 3 and TRHR agonist 0.0.
O=C(NCc1ccccc1)NCc1cccs1 was read as Apoferritin bind -5%, D1 PAM -2, D2 PAM -2, RXFP1 ag -3.0%, TRHR PAM -3, D1 agonist 1, RXFP1 antagonist -3, D1 antag 26 and TRHR agonist 0.4.
For Cc1noc(NS(=O)(=O)c2ccc(N/C=C\C(=O)c3ccc(F)cc3)cc2)c1C the results were Apoferritin bind -20%, D1 PAM 7, D2 PAM 13, RXFP1 ag 16%, TRHR PAM 1, D1 agonist 3, RXFP1 antagonist 10, D1 antag -5 and TRHR agonist 0.0.
For Cc1ccc(-n2c(Cl)c(Cl)nc(Cl)c2=O)cc1 the results were Apoferritin bind -9%, D1 PAM -9, D2 PAM 6, RXFP1 ag -3.0%, TRHR PAM -26, D1 agonist 2, RXFP1 antagonist -103*, D1 antag -20 and TRHR agonist 5.0.
C=CCNC(=O)CSCc1ccc(Br)cc1 was read as Apoferritin bind -12%, D1 PAM -6, D2 PAM -10, RXFP1 ag 0.5%, TRHR PAM 4, D1 agonist 0, RXFP1 antagonist 7, D1 antag -15 and TRHR agonist -1.1.
For Fc1ccc(Cn2nnnc2CN2CCN(C3CCCC3)CC2)cc1 the results were Apoferritin bind 9%, D1 PAM -5, D2 PAM 20, RXFP1 ag 0.4%, TRHR PAM 4, D1 agonist 6, RXFP1 antagonist -5, D1 antag 1 and TRHR agonist 0.6.
`COC(=O)C1=C(C)N(CCCC(=O)O)C(=O)NC1c1ccc(-c2ccccc2)cc1` (configuration not stated) gave Apoferritin bind 1%, D1 PAM -1, RXFP1 ag 0.7%, TRHR PAM -3, D1 agonist -2, D1 antag 1 and TRHR agonist -0.3.
`Cc1cccc(-n2c3nc(=O)[nH]c(=O)c-3cc3ccc(Cl)cc32)c1C` gave Apoferritin bind 70%[activator], D1 PAM 5, D2 PAM -1, RXFP1 ag -1.6%, TRHR PAM -9, D1 agonist 3, D1 antag 4 and TRHR agonist 3.9.
For COC(=O)c1cn(NC(=O)C2CCCO2)c(=O)c2ccccc12 (configuration not stated) the results were Apoferritin bind -4%, D1 PAM -7, D2 PAM 19, RXFP1 ag 0.0%, TRHR PAM 6, D1 agonist -2, RXFP1 antagonist -6, D1 antag 16 and TRHR agonist -0.6.
O=S(=O)(c1ccc(F)cc1)N1CCN(c2ncccn2)CC1 was read as Apoferritin bind -10%, D1 PAM 2, D2 PAM -2, RXFP1 ag 0.0%, TRHR PAM 1, D1 agonist 3, RXFP1 antagonist 10, D1 antag 0 and TRHR agonist 0.4.
Screening O=C(c1ccco1)N1CCN(S(=O)(=O)c2ccc3c(c2)CCN3C(=O)C2CC2)CC1 returned Apoferritin bind -8%, D1 PAM -2, D2 PAM 10, RXFP1 ag 0.8%, TRHR PAM 1, D1 agonist -1, RXFP1 antagonist 1, D1 antag -47* and TRHR agonist 0.2.
For COc1ccc(NC(=O)N2C3CCCC2CC(NC(=O)c2ccccc2)C3)cc1 (configuration not stated) the results were Apoferritin bind -1%, D1 PAM -17, D2 PAM -11, RXFP1 ag -0.5%, TRHR PAM -5, D1 agonist 3, RXFP1 antagonist 21, D1 antag -8 and TRHR agonist -0.2.
For Cc1cc(C(F)(F)F)c(C#N)c(SCC(=O)NC(C)(C)C)n1 the results were Apoferritin bind -4%, D1 PAM 1, D2 PAM 3, RXFP1 ag 1.2%, TRHR PAM -3, D1 agonist 1, RXFP1 antagonist -9, D1 antag 12 and TRHR agonist -0.2.
`C=CCN(CC=C)C(=O)Cc1ccc(F)cc1` gave Apoferritin bind -16%, D1 PAM -3, D2 PAM -4, RXFP1 ag 0.1%, TRHR PAM -1, D1 agonist 0, RXFP1 antagonist 4, D1 antag 0 and TRHR agonist 0.1.
`O=[N+]([O-])c1cc([N+](=O)[O-])c(Oc2c(F)cccc2F)cc1NN1CCCCC1` gave Apoferritin bind -10%, D1 PAM 5, D2 PAM 7, RXFP1 ag -1.6%, TRHR PAM -4, D1 agonist 2, D1 antag -15 and TRHR agonist -1.0.
For O=C(CCn1c(=O)c2ccccc2n(Cc2ccccc2)c1=O)NCc1ccc2c(c1)OCO2 the results were Apoferritin bind -8%, D1 PAM -2, D2 PAM -12, RXFP1 ag 1.0%, TRHR PAM -9, D1 agonist 0, RXFP1 antagonist -11, D1 antag -3 and TRHR agonist -0.5.
For Cc1ccc(NC(=O)CCn2cccc2)cc1C the results were Apoferritin bind inconclusive, D1 PAM -7, RXFP1 ag 0.2%, TRHR PAM -2, D1 agonist -1, RXFP1 antagonist 15, D1 antag -2 and TRHR agonist -0.2.

Screening results: PubChem BioAssay, National Center for Advancing Translational Sciences (NCATS)
